PI5P4K alpha inh – qHTS for Inhibitors of phosphatidylinositol 5-phosphate 4-kinase (PI5P4K). Phosphatidylinositol 5-phosphate 4-kinase type-2 alpha (Homo sapiens), P48426. PI5P4Kalpha enzyme, ADP-Glo luminescence, 60 min; active compounds read low. max response, %. hit rate 1.2% among 330,000. AID 652105, 2013; active = max response of -50% or lower; inconclusive = between -30% and -50%; inactive = -30% or higher; note: value at the top dose of about 77 µM; % is set by controls: 0 for no effect and ±100 for the full control effect
Target sequence (P48426 whole entry, looked up): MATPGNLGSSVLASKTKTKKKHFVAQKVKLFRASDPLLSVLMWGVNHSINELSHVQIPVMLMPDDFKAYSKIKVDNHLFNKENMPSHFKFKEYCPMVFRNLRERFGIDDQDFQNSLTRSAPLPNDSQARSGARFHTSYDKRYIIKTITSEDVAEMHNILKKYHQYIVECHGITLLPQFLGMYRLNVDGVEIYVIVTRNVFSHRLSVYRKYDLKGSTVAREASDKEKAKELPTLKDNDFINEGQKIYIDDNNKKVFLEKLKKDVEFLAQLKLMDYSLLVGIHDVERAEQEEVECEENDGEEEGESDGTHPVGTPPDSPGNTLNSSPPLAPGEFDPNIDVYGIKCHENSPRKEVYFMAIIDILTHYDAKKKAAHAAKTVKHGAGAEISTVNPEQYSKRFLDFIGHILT
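Quantitative HTS of the MLSMR library against PI5P4Kalpha with substrate. ATP added last at 5 microM final; room temperature, 60 minutes. Remaining ATP depleted, ADP converted and read as luminescence.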
WRN inhibitor – qHTS for Inhibitors of WRN Helicase; WRN helicase unwinding, fluorescent forked duplex, kinetic; Potency, µM (titrated, usually from 114 µM), inactives show at the highest dose activity change, negative = inhibition, actives largely listed as inhibitors; hit rate 0.46% among 360,000; AID 651768, 2012; note: potency is the fitted concentration of half-maximal effect; % is set by controls: 0 for no effect and ±100 for the full control effect; nearly all actives have a fitted effect of over 55% in size
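Kinetic red-fluorescence monitoring (525/598 nm) tracks WRN helicase activity after 100 nM fluorophore-quencher forked duplex and 2 mM ATP are added to 20 nM enzyme pretreated 15 min at room temperature with compound.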
EPAC1 ag – qHTS for Agonist of cAMP-regulated guanine nucleotide exchange factor 3 (EPAC1): primary screen; Rap guanine nucleotide exchange factor 3 (Homo sapiens), O95398; EPAC1 agonist qHTS, biochemical assay; response scale: 100% = response to 6.5 mM cAMP; Potency, µM (top dose mostly 154 µM), without a hit: top-dose activation, actives largely listed as activators; hit rate 0.073% among 360,000; AID 720707, 2013; note: potency is the fitted concentration of half-maximal effect; nearly all actives have a fitted effect of over 60% in size
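Read-out is the fluorescence drop as BODIPY-GDP leaves Rap1B (480 nm excitation, 540 nm emission), recorded every 5 minutes over 30 minutes. Reactions held 100 nM EPAC1, 250 nM Rap1B–BODIPY-GDP and 50 uM GDP, with 6.5 mM cAMP setting full activation.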
PLK1 PBD block – qHTS for Inhibitors of PLK1-PDB (polo-like kinase 1 - polo-box domain): Primary Screen; Serine/threonine-protein kinase PLK1 (Homo sapiens), P53350; Plk1 PBD binding of FITC phosphopeptide, fluorescence polarization; Potency, µM, without a hit: max response, negative = inhibition, actives largely listed as inhibitors; hit rate 2.8% among 360,000; AID 720504, 2013; note: potency is the fitted concentration of half-maximal effect; series mostly up to about 57 µM; % is set by controls: 0 for no effect and ±100 for the full control effect; nearly all actives have a fitted effect of over 65% in size
Target sequence (P53350 whole entry, looked up, the tested form may be a part): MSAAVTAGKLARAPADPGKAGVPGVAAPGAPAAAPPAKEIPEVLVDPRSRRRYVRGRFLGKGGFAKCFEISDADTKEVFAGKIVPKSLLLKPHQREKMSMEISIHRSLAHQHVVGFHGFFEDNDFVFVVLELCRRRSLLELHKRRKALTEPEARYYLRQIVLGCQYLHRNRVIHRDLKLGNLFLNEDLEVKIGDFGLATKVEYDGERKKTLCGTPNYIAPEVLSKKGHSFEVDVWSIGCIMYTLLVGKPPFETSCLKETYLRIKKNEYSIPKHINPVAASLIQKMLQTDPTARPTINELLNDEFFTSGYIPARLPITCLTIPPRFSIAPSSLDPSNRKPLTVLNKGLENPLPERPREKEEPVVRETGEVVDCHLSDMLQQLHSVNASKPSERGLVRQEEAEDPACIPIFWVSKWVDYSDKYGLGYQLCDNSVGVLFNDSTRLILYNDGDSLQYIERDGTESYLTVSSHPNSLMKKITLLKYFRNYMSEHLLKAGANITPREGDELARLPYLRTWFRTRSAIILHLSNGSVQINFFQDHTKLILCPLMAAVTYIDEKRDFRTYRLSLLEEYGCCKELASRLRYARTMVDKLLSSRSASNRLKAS
CCT modulator – High-Throughput Screening for Modulators of Cytosolic Chaperonin Activity; purified chaperonin ATPase assay, HTRF ADP detection, 30 min; activity change, % (test concentration not listed), hits read low; hit rate 0.3% among 360,000; AID 651819, 2012; in the data active = activity change below about -30%; note: % is set by controls: 0 for no effect and ±100 for the full control effect
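First, chaperonin was dispensed at 40 nM or 20 nM final depending on batch activity. Next, compounds were pinned at 76 uM and ATP added at 10 uM. After 30 min at 37 °C, ADP detection reagents ran 30 min at ambient temperature.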
EPAC1 antag – qHTS for Antagonist of cAMP-regulated guanine nucleotide exchange factor 3 (EPAC1): primary screen; Rap guanine nucleotide exchange factor 3 (Homo sapiens), O95398; EPAC1 GEF assay, Rap1b-BODIPY-GDP exchange fluorescence; Potency, µM (doses to about 115 µM), inactives show at the top dose activity change, negative = inhibition, usual class: inhibitors; hit rate 0.14% among 360,000; AID 720709, 2013;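 note: potency is the fitted concentration of half-maximal effect; plate controls were vehicle for no effect and positive control for full effect; nearly all actives have a fitted effect of over 50% in size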
IL-2 act – qHTS of IL-2 Activators; activation, % (series mostly up to about 46 µM); IL-2 activation reporter assay, cell-based qHTS; stimulated with anti-CD3/CD4/CD28 beads; in transgenic mouse T cells; AID 652025, 2013; hit rate 0.065% among 360,000; in the data active = activation above about 50%; inconclusive = mostly about 30% to 49%; note: 0% is about no effect
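Unstimulated transgenic mouse T cells, 750 per well, received compound and, after 60 minutes, anti-CD3/anti-CD4 bead plus anti-CD28 stimulation. EGFP and DsRed were quantified after 18 hours.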
EPAC2 ag – qHTS for Agonist of cAMP-regulated guanine nucleotide exchange factor 4 (EPAC2): primary screen. Rap guanine nucleotide exchange factor 4 (Homo sapiens), Q8WZA2. EPAC2 activation, biochemical qHTS; response scale: 100% = 6.5 mM cAMP response. Potency, µM (doses to about 154 µM), for the others: at the top dose activation, hits mostly activators. hit rate 0.079% among 360,000. AID 720711, 2013; note: potency is the fitted concentration of half-maximal effect; nearly all actives have a fitted effect of over 50% in size
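Each well held 100 nM EPAC2, 250 nM RAP1B-BODIPY-GDP and 50 uM GDP. Fluorescence, read at 5-min intervals to 30 min, was referenced to a 6.5 mM cAMP positive control.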
The depositor's hits bear a star; [ ] = another dose, or the depositor's remark. Unless noted, calls come from the whole dose curve; as a rule, active = well fitted curve in the direction sought with a large enough effect; inconclusive = small, poorly fitted or top-dose-only effect, or another doubt; inactive = no such curve, though single readings can be large; an effect the other way counts as inactive or inconclusive.

O=C(NCc1ccc(F)cc1)C(=O)NCC1OCCCN1S(=O)(=O)c1cccs1 (stereo unspecified) was read as PI5P4K alpha inh -18, WRN inhibitor 3%, EPAC1 ag -8%, PLK1 PBD block -9%, CCT modulator -2.6, EPAC1 antag -21%, IL-2 act -0.2 and EPAC2 ag 10%.
Screening CCOC(=O)c1cnn(-c2ccccc2)c1NC(=O)CN1CCCCC1 returned PI5P4K alpha inh -1, WRN inhibitor 5%, EPAC1 ag 7%, PLK1 PBD block -7%, CCT modulator -0.9, EPAC1 antag 4%, IL-2 act 1.1 and EPAC2 ag 6%.
Cc1cc(C)c2c(n1)nn1c(NCCN3CCOCC3)cc(C)nc21 was read as PI5P4K alpha inh 1, WRN inhibitor -3%, EPAC1 ag 8%, PLK1 PBD block -1%, CCT modulator 0.8, EPAC1 antag 4%, IL-2 act -0.3 and EPAC2 ag 7%.
For Cc1cccc(OCC(=O)NCCCNC(=O)c2ccccn2)c1 the results were PI5P4K alpha inh -2, WRN inhibitor 4%, EPAC1 ag 5%, PLK1 PBD block 0%, CCT modulator 0.1, EPAC1 antag -16%, IL-2 act -0.4 and EPAC2 ag 4%.
For CCOC(=O)c1ccccc1NC(=O)CSc1nncn1C the results were PI5P4K alpha inh 6, WRN inhibitor -5%, EPAC1 ag 7%, PLK1 PBD block -5%, CCT modulator -2.1, EPAC1 antag -7%, IL-2 act -4.6 and EPAC2 ag 14%.
Screening CC(C)C(NC(=O)c1ccccc1F)C(=O)NCc1ccc(F)cc1 (stereo unspecified) returned PI5P4K alpha inh 0, WRN inhibitor 4%[57.1 µM], EPAC1 ag -3%, PLK1 PBD block 5%, CCT modulator 1.5, EPAC1 antag 3%, IL-2 act 0.7 and EPAC2 ag 0%.
Screening CC(C)CC(=O)N(c1nnc(-c2cccnc2)s1)C1CCCC1 returned PI5P4K alpha inh 8, WRN inhibitor -3%, EPAC1 ag -6%, PLK1 PBD block 0%, CCT modulator 2.1, EPAC1 antag -9%, IL-2 act -1.5 and EPAC2 ag 2%.
For COc1cc(OC)cc(C(=O)NCCCCc2ccccc2)c1 the results were PI5P4K alpha inh -1, WRN inhibitor -5%, EPAC1 ag -4%, PLK1 PBD block 5%, CCT modulator 1.0, EPAC1 antag 2%, IL-2 act -0.8 and EPAC2 ag 10%.
Screening COc1cccc2c1C(=N)c1c(O)c3c(c(O)c1C2=O)CC(O)(C(C)=O)CC3OC1CC(N)C(O)C(C)O1 (stereo unspecified) returned PI5P4K alpha inh 3, WRN inhibitor inconclusive, EPAC1 ag 3%, PLK1 PBD block -11%, CCT modulator -3.6, EPAC1 antag -13%, IL-2 act -4.9 and EPAC2 ag -4%.
NC1=NC(=O)/C(=C/C=C/c2cccs2)S1 was read as PI5P4K alpha inh -18, WRN inhibitor -16%, EPAC1 ag 0%, PLK1 PBD block 2%, CCT modulator 1.5, EPAC1 antag -4%, IL-2 act -0.6 and EPAC2 ag -4%.

Continued (3 carried over from the part before).
For COc1cc(OC)cc(C(=O)NCCCCc2ccccc2)c1 the results were PI5P4K alpha inh -1, WRN inhibitor -5%, EPAC1 ag -4%, PLK1 PBD block 5%, CCT modulator 1.0, EPAC1 antag 2%, IL-2 act -0.8 and EPAC2 ag 10%.
Screening COc1cccc2c1C(=N)c1c(O)c3c(c(O)c1C2=O)CC(O)(C(C)=O)CC3OC1CC(N)C(O)C(C)O1 (stereo unspecified) returned PI5P4K alpha inh 3, WRN inhibitor inconclusive, EPAC1 ag 3%, PLK1 PBD block -11%, CCT modulator -3.6, EPAC1 antag -13%, IL-2 act -4.9 and EPAC2 ag -4%.
NC1=NC(=O)/C(=C/C=C/c2cccs2)S1 was read as PI5P4K alpha inh -18, WRN inhibitor -16%, EPAC1 ag 0%, PLK1 PBD block 2%, CCT modulator 1.5, EPAC1 antag -4%, IL-2 act -0.6 and EPAC2 ag -4%.
`COc1ccc(C(=O)COC(=O)c2cccnc2Cl)c(OC)c1` gave PI5P4K alpha inh -75*, WRN inhibitor -10%[57.1 µM], EPAC1 ag 7%, PLK1 PBD block -4%, CCT modulator -0.4, EPAC1 antag -14%, IL-2 act 2.5 and EPAC2 ag 20%.
`OC(CSc1ccccc1)CN1CCN(c2cccc(Cl)c2)CC1` (stereo unspecified) gave PI5P4K alpha inh 17, WRN inhibitor -21%, EPAC1 ag 5%, PLK1 PBD block -12%, CCT modulator -3.7, EPAC1 antag inconclusive, IL-2 act -0.6 and EPAC2 ag 3%.
Cc1cc([N+](=O)[O-])ccc1NC(=O)CSc1nccc(=O)[nH]1 was read as PI5P4K alpha inh -10, WRN inhibitor 4%, EPAC1 ag 11%, PLK1 PBD block -15%, CCT modulator 1.1, EPAC1 antag -13%, IL-2 act 0.7 and EPAC2 ag 7%.
Screening COc1ccc2nc(NC(=O)CSc3nc4cccnc4n3C)sc2c1 returned PI5P4K alpha inh 2, WRN inhibitor 10%, EPAC1 ag -1%, PLK1 PBD block -6%, CCT modulator -1.7, EPAC1 antag 7%, IL-2 act -3.2 and EPAC2 ag 2%.
`CCOC(=O)CNC(=O)CNC(=O)c1nn(-c2ccc(OC)c(Cl)c2)c(=O)c2ccccc12` gave PI5P4K alpha inh 4, WRN inhibitor 1%, EPAC1 ag -6%, PLK1 PBD block -18%, CCT modulator -0.2, EPAC1 antag 0%, IL-2 act -2.9 and EPAC2 ag 12%.
CCn1c(C(=O)O)c(CC(=O)N(C)c2ccc(OC)cc2OC)c2ccccc21 was read as PI5P4K alpha inh -5, WRN inhibitor 0%, EPAC1 ag -1%, PLK1 PBD block -11%, CCT modulator -0.4, EPAC1 antag -9%, IL-2 act 0.7 and EPAC2 ag 25%.
`O=c1oc2ccc(C#CC3(O)CCCCC3)cc2cc1-n1cc(-c2ccsc2)nn1` gave PI5P4K alpha inh -8, WRN inhibitor -4%, EPAC1 ag -14%, PLK1 PBD block 1%, CCT modulator -0.2, EPAC1 antag -5%, IL-2 act -0.3 and EPAC2 ag -10%.
Screening COc1ccc(NC(=O)Cc2c[nH]c3ccccc23)cc1S(=O)(=O)N1CCOCC1 returned PI5P4K alpha inh 3, WRN inhibitor -1%[57.1 µM], EPAC1 ag 0%, PLK1 PBD block 6%, CCT modulator -0.3, EPAC1 antag -6%, IL-2 act 3.0 and EPAC2 ag 1%.
`CCCO/N=C1/C(=O)N(c2ccccc2)c2ccccc21` gave PI5P4K alpha inh 0, WRN inhibitor -2%, EPAC1 ag 4%, PLK1 PBD block 2%, CCT modulator -0.7, EPAC1 antag 13%, IL-2 act -5.5 and EPAC2 ag 13%.
For CN(CC(=O)NCCc1ccc(F)cc1)Cc1cccc(Cl)c1 the results were PI5P4K alpha inh 1, WRN inhibitor 1%, EPAC1 ag 2%, PLK1 PBD block -9%, CCT modulator -9.4, EPAC1 antag -7%, IL-2 act 0.8 and EPAC2 ag 0%.
CCN(CC(=O)Nc1c(F)cccc1F)C(=O)CCN1C(=O)c2cccc([N+](=O)[O-])c2C1=O was read as PI5P4K alpha inh -15, WRN inhibitor 4%, EPAC1 ag -1%, PLK1 PBD block -7%, CCT modulator 1.1, EPAC1 antag -12%, IL-2 act -5.3 and EPAC2 ag -6%.
For Cc1ccc(NS(=O)(=O)c2c(C)[nH]c(C)c2C(=O)N2CCCCC2)c(Cl)c1 the results were PI5P4K alpha inh 1, WRN inhibitor -3%, EPAC1 ag 7%, PLK1 PBD block -12%, CCT modulator 0.9, EPAC1 antag 4%, IL-2 act -1.4 and EPAC2 ag 3%.
Screening CC(=O)NCC(=O)N1CCCC(C(=O)c2ccc(-c3ccccc3)c(F)c2)C1 (stereo unspecified) returned PI5P4K alpha inh -3, WRN inhibitor -1%, EPAC1 ag -11%, PLK1 PBD block -8%, CCT modulator -4.3, EPAC1 antag -17%, IL-2 act -4.8 and EPAC2 ag 1%.
O=C(O)CSCC(=O)NCc1ccc(Cl)cc1Cl was read as PI5P4K alpha inh 0, WRN inhibitor 8%, EPAC1 ag 0%, PLK1 PBD block -2%, CCT modulator 0.7, EPAC1 antag -14%, IL-2 act -1.2 and EPAC2 ag -3%.
`CCOc1ccc(NC(=O)CSc2nnc(-c3ccco3)n2N)cc1` gave PI5P4K alpha inh -1, WRN inhibitor 0%, EPAC1 ag -3%, PLK1 PBD block 8%, CCT modulator -1.2, EPAC1 antag 8%, IL-2 act 1.0 and EPAC2 ag 0%.
COc1ccc(OCCn2c(=O)sc3ccccc32)cc1 was read as PI5P4K alpha inh 3, WRN inhibitor -10%, EPAC1 ag 12%, PLK1 PBD block -19%, CCT modulator -2.1, EPAC1 antag -13%, IL-2 act 0.7 and EPAC2 ag 12%.
Screening CC(C)OCCCNC(=O)CN1C(=O)CSc2ccc(S(=O)(=O)N3CCOCC3)cc21 returned PI5P4K alpha inh 4, WRN inhibitor -7%, EPAC1 ag 16%, PLK1 PBD block -5%, CCT modulator -0.1, EPAC1 antag 1%, IL-2 act -1.8 and EPAC2 ag 8%.
For O=C(NC1CCCC1)C(c1ccccc1F)N(C(=O)Cc1cccs1)c1ccc2c(c1)OCCO2 (stereo unspecified) the results were PI5P4K alpha inh -3, WRN inhibitor 5%, EPAC1 ag 7%, PLK1 PBD block -19%, CCT modulator -1.5, EPAC1 antag -4%, IL-2 act -3.2 and EPAC2 ag 8%.
Screening Cc1ccc2nc(Nc3ccc(C)c(Cl)c3)c3nncn3c2c1 returned PI5P4K alpha inh 12, WRN inhibitor 4%, EPAC1 ag -11%, PLK1 PBD block -1%, CCT modulator 1.8, EPAC1 antag 4%, IL-2 act 0.3 and EPAC2 ag -11%.

Not all compounds are listed (hit frequency here may not be typical).
